TDP-43 yeast inh: TDP-43 toxicity inhibition in yeast | TDP-43 expressing yeast growth rescue, BacTiter-Glo, 24 h | Potency, µM (titrated, usually from 46.1 µM), for the others: at the top dose growth rescue (activation), usual class: activators | hit rate 1.8% among 410,000 | AID 652104; further: potency means the concentration at half of the fitted maximal effect; % of control where 0% means no effect; nearly all actives have a fitted effect of over 50% in size
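In this qHTS, compounds that restore growth of yeast expressing TDP-43 appear as activators. Cells (OD600=0.02, galactose medium, raffinose-pregrown) are incubated with compound 24 hr at 30 deg C and growth is quantified by BacTiter-Glo.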
aSyn yeast inh: inhibitors of alpha-synuclein toxicity in yeast. Yeast expressing alpha-synuclein, growth rescue, BacTiter-Glo, 24 h. hit rate 0.14% among 370,000. AID 652106. Potency, µM (highest dose often 46.1 µM), inactives show top-dose growth rescue (activation), usual class: activators; further: potency means the concentration at half of the fitted maximal effect; % of control where 0% means no effect; nearly all actives have a fitted effect of over 65% in size
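Galactose-induced alpha-syn yeast (OD600=0.02, raffinose-pregrown) + pinned cpd, 24 hr, 30 deg C; growth by BacTiter-Glo luminescence. Growth restoration scores as activation.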
pAkt inh: Akt phosphorylation inhibition; activity change, % for hits at 50 µM; AID 651550; hit rate 0.32% among 360,000; Neuro2A IGF-stimulated pAkt S473 HTRF, 20 min; hits give low values; in the data active means activity change below about -80%; inconclusive means mostly about -51% to -80%; further: on the % scale 0 is the no-effect control and ±100 the full control effect
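Neuro2A cells (4,500/well, DMEM with 0.5% FBS) were treated with compound at a single 50 µM final concentration, stimulated with 6 nM IGF for 20 min at 37 °C, and lysed. Phospho-Akt Ser473 was read by HTRF as 665/615 ratio ×10^4.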
GLP1R ag: agonists of human GLP-1 receptor. HEK293 GLP-1R CRE-luciferase, luminescence, 4-6 h; cells express a hypersensitive GLP-1R form. Potency, µM (series often up to 45.6 µM), without a hit: at the top dose activation, actives largely listed as activators. hit rate 0.007% among 380,000; further: potency means the concentration at half of the fitted maximal effect; % of control where 0% means no effect
Abeta rescue: A-beta toxicity reversal in yeast. yeast expressing A-beta42, growth rescue, OD600, 48 h; response scale: 0% DMSO, 100% iron-clioquinol control. Potency, µM (series often up to 46.1 µM), inactives show top-dose growth rescue, most hits filed as activators. hit rate 0.063% among 410,000; further: potency means the concentration at half of the fitted maximal effect; nearly all actives have a fitted effect of over 55% in size
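Growth rescue measured by 600 nm absorbance after 48 h yeast culture at 30 C with compound. Values normalized between DMSO and an equimolar ferric chloride plus clioquinol control.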
PTHR1 ag: PTHR1 (human) receptor agonism; Q03431; HEK293 GP2 PTHR1 cells, GloSensor cAMP luminescence, 1 h; Potency, µM (highest dose often 115 µM), for inactives: at the top dose activation, actives largely listed as activators; hit rate 0.075% among 410,000; AID 743266; further: potency means the concentration at half of the fitted maximal effect; nearly all actives have a fitted effect of over 55% in size; some results filed as inactive show a strong effect at the top dose; inactives centre near -15; many of its hits are not listed in these tables
Target sequence (Q03431 whole entry, looked up): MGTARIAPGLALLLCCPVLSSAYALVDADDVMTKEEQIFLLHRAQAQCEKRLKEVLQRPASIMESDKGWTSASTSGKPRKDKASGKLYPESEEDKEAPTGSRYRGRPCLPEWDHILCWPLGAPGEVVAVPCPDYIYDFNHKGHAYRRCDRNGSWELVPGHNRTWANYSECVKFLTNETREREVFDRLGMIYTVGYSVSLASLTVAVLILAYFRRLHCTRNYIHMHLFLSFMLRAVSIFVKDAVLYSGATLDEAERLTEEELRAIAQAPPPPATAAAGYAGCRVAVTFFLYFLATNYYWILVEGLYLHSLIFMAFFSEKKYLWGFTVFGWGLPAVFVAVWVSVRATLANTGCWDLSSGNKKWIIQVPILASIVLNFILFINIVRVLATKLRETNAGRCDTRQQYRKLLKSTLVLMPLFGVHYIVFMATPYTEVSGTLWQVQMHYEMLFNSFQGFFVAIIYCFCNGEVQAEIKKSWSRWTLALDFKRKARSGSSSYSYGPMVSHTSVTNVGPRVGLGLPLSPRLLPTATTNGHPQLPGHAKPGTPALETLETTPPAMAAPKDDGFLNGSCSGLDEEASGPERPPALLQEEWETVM
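HEK-293-derived GP2 cells expressing PTHR1 and a GloSensor cAMP reporter, 3,000/well, plated overnight, given luciferin plus IBMX (each 0.5 mM as added) for 1 h at 37 °C, then compound for 1 h at 37 °C. Luminescence was read after 15 min at room temperature.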
GLP-1R inv ag: acts as inverse agonist at human GLP-1 receptor; P43220; HEK293 GLP-1R CRE-luciferase, luminescence, 24 h; GLP-1R form is constitutively active; Potency, µM (highest dose often 38.3 µM), for inactives: at the highest dose activity change, negative = inhibition, actives largely listed as inhibitors; hit rate 1.6% among 410,000; AID 624417; further: potency means the concentration at half of the fitted maximal effect; on the % scale 0 is the no-effect control and ±100 the full control effect; nearly all actives have a fitted effect of over 55% in size
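Luminescence readout: a drop in cAMP-driven luciferase signal flags inverse agonism at a constitutively active GLP-1R stably expressed in HEK293. Compound exposure lasted 24 hr at 37 deg C, 5% CO2.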
FUS suppressor: FUS proteinopathy suppression in yeast; Potency, µM (top dose mostly 76.6 µM), inactives show top-dose growth rescue (activation), hits mostly activators; S. cerevisiae FUS-expressing, growth rescue, OD600, 24 h; hit rate 0.24% among 390,000; AID 1347120;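 further: potency means the concentration at half of the fitted maximal effect; plate controls were DMSO vehicle for no effect and reference control for full effect; nearly all actives have a fitted effect of over 55% in size; some results filed as inactive show a strong effect at the top dose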
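Absorbance at 600 nm, taken 24hr after compound addition, measured rescue of FUS-yeast growth at 30C. Induction used 2% galactose with seeding at OD 0.005. Controls: CP55940 from 92uM final, DMSO only.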
D3 antag: antagonists of human D3 dopamine receptor. P35462. D3R cells, DiscoveRx beta-arrestin luminescence, antagonist mode; hits give low values. max response, negative = inhibition, %. hit rate 2.5% among 360,000; in the data active means max response below about -50%; inconclusive means no clear call, values can overlap the other calls; further: on the % scale 0 is the no-effect control and ±100 the full control effect; mostly tested at two doses, the higher about 12 µM
Target sequence (P35462 whole entry, looked up): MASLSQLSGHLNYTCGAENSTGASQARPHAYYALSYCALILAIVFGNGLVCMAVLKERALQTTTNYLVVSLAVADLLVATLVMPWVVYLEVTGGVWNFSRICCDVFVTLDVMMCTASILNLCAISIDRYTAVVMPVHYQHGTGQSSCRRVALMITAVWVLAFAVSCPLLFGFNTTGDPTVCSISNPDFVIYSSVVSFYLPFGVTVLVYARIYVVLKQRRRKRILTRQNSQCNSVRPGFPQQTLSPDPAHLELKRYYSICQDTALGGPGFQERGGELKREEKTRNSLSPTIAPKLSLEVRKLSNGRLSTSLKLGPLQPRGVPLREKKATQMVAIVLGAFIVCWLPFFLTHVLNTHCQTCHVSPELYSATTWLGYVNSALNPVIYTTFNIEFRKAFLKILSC
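Cells expressing the human receptor were seeded at 1500 cells/well, incubated overnight at 37 degrees C in 5% CO2, then exposed to library compounds with dopamine controls for 90 minutes at 37 degrees C before luminescent detection.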
An asterisk follows results filed as active; i = inactive; ? = inconclusive; · = no result given; [ ] = dose if it differs, or a comment. Unless noted, the call rests on the fitted dose curve; in most records, active means well fitted curve in the direction sought with a large enough effect; inconclusive means small, poorly fitted or top-dose-only effect, or another doubt; inactive means no such curve, though single readings can be large; an effect the other way counts as inactive or inconclusive.

SMILES	TDP-43 yeast inh	aSyn yeast inh	pAkt inh	GLP1R ag	Abeta rescue	PTHR1 ag	GLP-1R inv ag	FUS suppressor	D3 antag
CC(NC1CCCC1)c1ccccc1 (stereo unspecified)	-1%	0%	i	0%	-4%	i	-5%	-5%	-15
CCCCN(CCCC)C(=O)CSc1nnc2n(C)c(=O)c3c4c(sc3n12)CCCC4	-14%	-3%	i	1%	-5%	i	?	2%	-25
COc1ccc(/C=N/n2cnc3c([nH]c4ccccc43)c2=O)cc1CO	0%	8%	i	3%	1%	i	3%	1%	2
COc1cccc(CNC(=O)C(=O)NCCc2ccc(OC)c(OC)c2)c1	-12%	-6%	i	4%	2%	0%	-3%	16%	-14
Cc1ccc(-n2nnc3c(=O)n(CC(=O)NCc4ccco4)cnc32)cc1	8%	2%	i	-5%	0%	i	-21%	10%	5
CCOc1ccc(NC(=O)CSc2nccn2-c2cccc(C)c2C)cc1	?	?	·	2%	-23%	-28%	?	34%	·
COc1cccc(NC(=O)N(C)C[C@H]2OCc3cn(nn3)CCCC(=O)N([C@@H](C)CO)C[C@@H]2C)c1	5%	7%	i	-3%	0%	9%	-22%	0%	-14
CN(C)c1ccc(-c2ccnc3c2CC(C)(C(=O)Nc2cccc(OC(F)(F)F)c2)O3)cc1 (stereo unspecified)	0%	4%	i	1%	1%	?	?	31%	-6
O=C(NCCCN1CCCCC1)c1ccc2c(c1)NC(=O)c1ccccc1S2	16%	1%	i	9%	10%	i	?	-21%	-11
Brc1ccc(CNc2cc3c(cc2Br)OCCO3)cc1	0%	-1%	i	11%	8%	-4%	?	2%	11
O=C(N/N=C/c1cc([N+](=O)[O-])cc(Br)c1O)C12CC3CCC(CC(C3)C1)C2	4.5µM*	0%	i	2%	-15%	-6%	2%	-7%	-1
CCOc1ccc(C(C)=O)cc1CSc1nnc(N)s1	17%	0%	i	1%	14%	-14%	13%[7.66 µM]	30%	12
O=C(NCc1ccccc1)C(c1ccc(O)cc1)N(C(=O)c1cnccn1)c1ccccc1 (stereo unspecified)	-3%	-4%	i	10%	-5%	-2%	7%	-13%	62
COc1ccc(CCNC(=O)CN2CCN(c3cccc(Cl)c3)CC2)cc1OC	4%	4%	i	15%	11%	-16%	0%	20%	15
COc1cc2c(cc1OC)CN(C(=O)CNS(=O)(=O)c1ccc(C)c(C)c1)CC2	-2%	3%	i	14%	-5%	-15%	18%	-9%	6
CN(CC(=O)Nc1c(F)cccc1F)Cc1cccs1	-11%	-2%	i	10%	-10%	-10%	-8%	9%	-8
O=C(O)c1ccc(S(=O)(=O)N2CCCC2)cc1	4%	10%	i	-5%	-1%	-22%	-12%	-2%	-15
O=C(Cc1ccc(NC(=O)C2CCCN(C(=O)CCc3ccccc3)C2)cc1)Nc1cccc(C(=O)N2CCCC2)c1 (stereo unspecified)	19%	6%	i	3%	-12%	-45%[inhibitor]	22%	26%	2
Cc1ccc(S(=O)(=O)NNC(=O)Nc2ccc(Cl)cc2)cc1	0%	2%	i	-2%	1%	i	2%	·	17
COc1ccccc1N1CCN(CC(=O)NC(=O)NCc2ccccc2)CC1	12%	1%	i	1%	3%	-2%	-4%	-8%	-5
O=C(Cc1ccccc1)Nc1nnc2n1CCS2	23%	-8%	·	-5%	-2%	i	4%	-25%	·
O=C(NCCC1=CCCCC1)C1CCN(S(=O)(=O)c2cccs2)CC1	-7%	-7%	i	0%	1%	i	8%	20%	8
O=C(NCc1ccc(F)cc1)c1nc(-c2cccs2)no1	-17%[0.397 µM]	6%	i	12%	-16%	-29%	-24%	0%	-5
COc1ccc(OC)c(S(=O)(=O)NCCOC23CC4CC(CC(C4)C2)C3)c1	1%	13%	i	0%	0%	-35%[inhibitor]	?	·	17
Nc1cccc(C(=O)Nc2ccc(N)cc2Cl)c1	-16%	0%	·	-6%	-1%	-5%[57.5 µM]	58%[activator]	35%	4
O=C1CCC(=O)N1CNc1cccnc1	-7%	0%	i	5%	?	-1%[57.5 µM]	-3%	-5%	24
Cc1c(C=O)n(C)n(-c2ccccc2)c1=O	-27%	-5%	i	1%	7%	i	13%	15%	11
O=C(OCc1csc(-c2ccccc2)n1)c1ccc(O)cc1	10µM*	-8%	i	10%	3%	-36%[inhibitor]	67%[activator]	-3%	-2
C/C(=N\NC(=O)CSc1nc2ccccc2s1)c1cccnc1	19%	-4%	i	27%	15%	-20%	40%[activator]	19%	6
CC(C)Oc1ccc(C(CC(=O)O)NC(=O)C(Sc2ccccc2)c2ccccc2)cc1 (stereo unspecified)	-10%	1%	i	6%	-4%	i	-30%	10%	9
CC1Cn2c(nnc2-c2cccc(N)c2)S1 (stereo unspecified)	?	0%	i	7%	9%	-9%	8%	-9%	-13
COc1ccc(-c2c(C#N)c(SCC(N)=O)nc3c2CCCC3)cc1	-1%	-8%	i	1%	3%	-5%[57.5 µM]	-1%	-12%	21
Cc1ccc(C)c(N2CCN(C(=O)c3ccc(CS(=O)(=O)c4ccc(Br)cc4)o3)CC2)c1	-14%	·	·	-4%	-19%	-71%[inhibitor]	5%	?	·
Cc1cc(NC2C3CC4CC(C3)CC2C4)n2ncnc2n1 (stereo unspecified)	14%	7%	i	11%	-1%	i	0%	9%	7
N#CCN1C(=O)C2CCCN2c2ccc(S(=O)(=O)N3CCOCC3)cc21 (stereo unspecified)	0%	8%	i	-6%	2%	-23%	6%	26%	21
Cc1oc2ncn(CC(C)C)c(=O)c2c1C(=O)N1CCN(c2ccc(F)cc2)CC1	?	·	·	·	-4%	i	6%	17%	·
COc1ccc(C(=O)Nc2ccc(S(=O)(=O)N3CCOCC3)cc2)cc1[N+](=O)[O-]	9%	-1%	i	10%	6%	-22%	7%	-33%	-12
CC1CCCN(C(=O)COc2ccc(-c3ccccc3)cc2)C1 (stereo unspecified)	?	10%	i	19%	7%	i	11µM*	?	4
CCC(C)[C@H](NS(=O)(=O)c1ccc(C)cc1)C(=O)N1CCC(C(=O)N[C@@H](Cc2ccccc2)C(=O)O)CC1 (stereo partly specified)	-11%	1%	i	-1%	5%	i	1%	8%	-7
O=C(Nc1ccc2c(c1)OCCO2)C1CCN(c2cnccn2)CC1	-14%	-2%	i	-6%	2%	-2%[57.5 µM]	0%	17%	-11

Reformatted: entries from further up
canonical_smiles | TDP-43 yeast inh | aSyn yeast inh | pAkt inh | GLP1R ag | Abeta rescue | PTHR1 ag | GLP-1R inv ag | FUS suppressor | D3 antag
Cc1c(C=O)n(C)n(-c2ccccc2)c1=O | -27% | -5% | i | 1% | 7% | i | 13% | 15% | 11
C/C(=N\NC(=O)CSc1nc2ccccc2s1)c1cccnc1 | 19% | -4% | i | 27% | 15% | -20% | 40%[activator] | 19% | 6
Cc1oc2ncn(CC(C)C)c(=O)c2c1C(=O)N1CCN(c2ccc(F)cc2)CC1 | ? | · | · | · | -4% | i | 6% | 17% | ·

(continued)
SMILES	TDP-43 yeast inh	aSyn yeast inh	pAkt inh	GLP1R ag	Abeta rescue	PTHR1 ag	GLP-1R inv ag	FUS suppressor	D3 antag
CCSc1nnc([C@H](Cc2c[nH]c3ccccc23)NC(=O)OC(C)(C)C)o1	-7%	1%	i	3%	-7%	-22%[57.5 µM]	?	32%	9
CCN1CCN(c2ccc(NC(=O)c3ccc4c(c3)[nH]c(=O)n4Cc3ccc(OC)cc3)cc2)CC1	-12%	4%	i	0%	1%	i	?	·	8
CC(C)CN(CC(C)C)C(=O)C1CCCN(S(=O)(=O)c2ccc3c(c2)oc(=O)n3C)C1 (stereo unspecified)	11%	·	·	0%	5%	i	-2%	6%	·
CC1CN(S(=O)(=O)c2cccc(C(=O)NN3CCN(C)CC3)c2)CC(C)O1 (stereo unspecified)	11%	9%	i	-14%	14%	i	-3%	·	-2
CN1C(C(=O)NCC2CC2)CC2Cn3c(nc4cc(Cl)c(Cl)cc43)C21 (stereo unspecified)	10%	-1%	i	-1%	-4%	i	3%	-23%	7
CS(=O)(=O)Nc1cccc(C2=NN(S(=O)(=O)c3ccccc3)C(c3cccs3)C2)c1 (stereo unspecified)	-12%	5%	·	1%	11%	-18%[57.5 µM]	-19%	37%	7
O=C(NCCC1=CCCCC1)C1CCN(C(=O)c2ccc(Cl)cc2)CC1	-27%	?	i	20%	28%	i	?	18%	-131*
C=CCn1c[n+](CC(=O)c2ccc(Br)s2)c2ccccc21	-24%	-2%	i	-1%	-10%	-10%	1%	42%	?
CCCC(=O)N1CCCC1(C)C(=O)Nc1ccc(OC(F)F)cc1 (stereo unspecified)	6%	-3%	i	-4%	12%	-20%	-21%	-15%	9
CCc1cc2c(SCC(=O)c3cccs3)ncnc2s1	15%	-5%	i	2%	0%	-14%	?	-7%	-25
CC(=O)c1cc2c(cc1NC(=O)CSc1nnc(C3CC3)n1C)OCO2	17%	-1%	i	1%	4%	-18%	-20%	-15%	21
CCOc1ccc(CC(=O)NCCS(=O)(=O)N2CCN(c3ccccc3OC)CC2)cc1	14%	·	·	·	3%	-6%	?	41%	·
COc1ccc(C2C(=O)N(C3CCC(C)CC3)CC(=O)N2CCc2ccccc2)cc1OC (stereo unspecified)	8%	·	·	·	15%	i	-2%	25%	·
CN(CCCC1CCCC1)C(=O)c1cc(COc2c(F)cccc2F)on1	20%	5%	i	1%	11%	-11%	?	·	-3
CCOC(=O)Cn1c(=N)n(Cc2ccccc2F)c2ccccc21	-6%	-2%	i	-5%	-3%	i	0%	3%	6
Cc1ccc(NC(=O)C(=O)c2cc(C)n(-c3ccc(F)cc3)c2C)cc1C	-4%	·	·	·	-10%	-80%[inhibitor]	?	-8%	·
Cc1cccc(NC(=O)CSc2nnc([C@H](C)NC(=O)OC(C)(C)C)o2)c1C	14%	8%	i	-2%	4%	i	-1%	-15%	-4

Some of the compounds tested. The share of hits here may be higher or lower than overall.
